# Bim-Bcl-B – human Bim-Bcl-B interaction inhibition; bead-based flow cytometry, Bim peptide-Bcl-B binding; inhibition, % at 10 µM; 190,000 tested, 0.073% active; AID 951;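 note: 0% = tracer peptide without compound and 100% = reference inhibitor peptide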
# Target sequence (Q9HD36 whole entry, looked up): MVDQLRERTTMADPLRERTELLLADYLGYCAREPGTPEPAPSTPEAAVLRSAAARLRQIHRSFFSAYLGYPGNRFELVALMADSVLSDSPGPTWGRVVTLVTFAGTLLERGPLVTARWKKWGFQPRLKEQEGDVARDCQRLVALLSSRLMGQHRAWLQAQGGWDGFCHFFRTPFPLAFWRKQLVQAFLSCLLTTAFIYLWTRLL
# ABCG2 block – inhibitors of human ABCG2 transporter, ABCB1 counter-screen | Q9UNQ0 | IgMXP3 cells, JC-1 efflux, flow cytometry | inhibition, % at 6.6 µM | 190,000 tested, 0.1% active;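 active = inhibition above 80%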;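 note: 0% = DMSO and 100% = nicardipine control wells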
#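 material = IgMXP3 (ABCG2) plus far-red-tagged CCRF-Adr (ABCB1) cells | amount = 3 million cells/mL, equal mix of both lines | also added = JC-1 transporter substrate | dosing = one concentration, 6.6 µM final | schedule = 10 min at 25 °C | measured by = flow cytometric JC-1 green MFI at 530 nm | read-out basis = percent efflux inhibition, scaled nicardipine 100% to DMSO 0%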
# RGS7-Gao reg – modulates binding of RGS7 to human Galphao; P09471; Multiplexed bead flow cytometry; actives lie on both sides; binding response (% of control), % at 10 µM; 220,000 tested, 0.35% active; AID 1439; in the data active = binding response below about 49% or above about 150%; inconclusive = no clear call, values can overlap the other calls; inactive = in between;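 note: fluorescent Galphao held in activated GDP-AlF4 state binding bead-coupled RGS7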
# Bcl-XL Bim block – disrupts Bim peptide binding to human Bcl-XL; 190,000 tested, 0.04% active; Q07817; AID 1007; inhibition, % at 10 µM; bead flow cytometry, fluorescence
# Target sequence (Q07817 whole entry, looked up): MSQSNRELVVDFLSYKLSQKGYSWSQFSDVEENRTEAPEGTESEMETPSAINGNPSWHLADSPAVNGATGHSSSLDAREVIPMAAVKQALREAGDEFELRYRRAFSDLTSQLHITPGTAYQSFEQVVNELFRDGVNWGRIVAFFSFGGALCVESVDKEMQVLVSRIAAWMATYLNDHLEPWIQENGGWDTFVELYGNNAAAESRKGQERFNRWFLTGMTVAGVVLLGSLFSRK
# ABCB1 block – inhibitors of human ABCB1 transporter, ABCG2 counter-screen; 190,000 tested, 0.067% active; P08183; inhibition, % at 6.6 µM; CCRF-Adr cells, JC-1 efflux, flow cytometry; in the data active = inhibition above about 40%;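 note: 0% = vehicle and 100% = reference inhibitor; higher value means more JC-1 retained so stronger ABCB1 efflux block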
# Bim-Bcl-2 – human Bim-Bcl-2 interaction inhibition; 190,000 tested, 0.06% active; inhibition, % at 10 µM; Bead-based flow cytometry, Bim peptide-Bcl-2 binding; AID 950; P10415; in the data active = inhibition above about 40%; inconclusive = no clear call, values can overlap the other calls;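 note: 0% = no compound wells with probe peptide and 100% = reference peptide inhibitor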
# Target sequence (P10415 whole entry, looked up): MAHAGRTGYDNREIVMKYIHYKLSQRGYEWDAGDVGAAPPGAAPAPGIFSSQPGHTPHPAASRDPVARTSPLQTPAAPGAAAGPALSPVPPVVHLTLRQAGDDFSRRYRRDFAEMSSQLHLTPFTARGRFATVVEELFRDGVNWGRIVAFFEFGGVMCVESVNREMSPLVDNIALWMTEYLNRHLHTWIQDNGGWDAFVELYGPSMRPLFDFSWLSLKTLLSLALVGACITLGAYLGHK
# Avidin fluor – compound fluoresces at 488/530 nm on avidin beads. fluorescence (KMESF) at 10 µM. AID 1775. compound fluorescence 488/530 nm, flow cytometry; active compounds read high. 220,000 tested, 0.38% active; in the data active = fluorescence above about 47; note: inactives centre near 10
# Bfl-1 Bim block – human Bim-Bfl-1 interaction inhibition; AID 1008; inhibition, % at 10 µM; 190,000 tested, 0.12% active; Q16548; Bead-based flow cytometry, Bim-Bfl-1 binding inhibition;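 note: 0% = wells without compound plus tracer and 100% = blocker peptide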
# RGS4-Gao reg – human RGS4-Galphao interaction regulation; Multiplexed bead flow cytometry, RGS4-Galphao binding; actives lie on both sides; binding response (% of control), % at 10 µM; P09471; 220,000 tested, 0.33% active; in the data active = binding response below about 49% or above about 150%; inactive = in between;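 note: fluorescent Galphao activated with aluminum fluoride binding bead-coupled RGS4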
# GSH fluor – GSH bead compound fluorescence profile. GSH beads flow cytometry, compound fluorescence 488/530 nm; active compounds read high. fluorescence (KMESF) at 10 µM. 190,000 tested, 0.25% active; in the data active = fluorescence above about 89;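 note: glutathione beads carrying GST-tagged Bcl family fusion proteins plus one bare bead set; values are compound well signal with DMSO vehicle wells as background; inactives centre near 16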
# Bcl-W Bim block – inhibitors of Bim-Bcl-W interaction, human | Q92843 | bead-based flow cytometry, Bim peptide-Bcl-W binding | inhibition, % at 10 µM | 190,000 tested, 0.02% active | AID 952;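 note: 0% = bound tracer without compound and 100% = peptide blocker; higher means less fluorescent Bim peptide bound to Bcl-W beads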
# Target sequence (Q92843 whole entry, looked up): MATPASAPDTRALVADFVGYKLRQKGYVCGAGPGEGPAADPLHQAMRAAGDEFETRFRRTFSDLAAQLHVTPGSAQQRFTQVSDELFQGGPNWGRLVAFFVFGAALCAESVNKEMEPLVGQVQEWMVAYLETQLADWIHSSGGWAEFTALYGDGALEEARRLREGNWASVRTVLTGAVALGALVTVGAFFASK
# Starred values were filed as active, the others as inactive; ? = inconclusive. Cut-off read from the data, not from the text of the source, unless noted: active = inhibition above about 40%. Compounds as they come, and some 1.3% of all compounds hit somewhere here.
smiles,Bim-Bcl-B,ABCG2 block,RGS7-Gao reg,Bcl-XL Bim block,ABCB1 block,Bim-Bcl-2,Avidin fluor,Bfl-1 Bim block,RGS4-Gao reg,GSH fluor,Bcl-W Bim block
COc1cccc(NC(=O)COC(=O)c2nc(Cl)ccc2Cl)c1,-4,9,?,-1,0.1,-3,11,-8,100,10,0
O=C(CSC(=S)N1CCSCC1)c1ccccc1,-5,1,104,-1,0.4,-1,12,-3,102,16,-2
CC(C)c1onc(C(=O)N2CCCCC2)c1[N+](=O)[O-],1,2,95,-1,0.2,1,5,-1,97,14,-2
CN1CCN(S(=O)(=O)c2ccc3[nH]c(=O)oc3c2)CC1,-3,5,100,-5,1.3,0,5,-1,104,24,-6
CC(C)OP(=O)(c1ccc(N(C)C)cc1)C(O)c1ccccc1F (stereo not given),1,4,91,0,-0.1,-2,4,-5,86,103*,-2
CCC(C)(C)NC(=O)CN(CC1CCCO1)C(=O)CCC(=O)Nc1nccs1 (stereo not given),-7,3,101,-9,0.9,-10,11,-13,99,22,1
Cn1c(=O)c2c(nc(NCc3ccc4c(c3)OCO4)n2Cc2ccccc2F)n(C)c1=O,-4,1,102,-3,0.8,0,7,-3,103,8,1
COCCNC(=O)C(OC(=O)c1cc2oc(C)cc2n1C)C(C)C (stereo not given),-1,1,100,-2,0.2,0,38,-1,101,12,-1
CC12CCC(C(=O)N3CCCc4ccccc43)(OC1=O)C2(C)C (stereo not given),-6,6,88,-3,0.9,-5,5,-6,90,11,-4
Cc1cccc(N2C(=O)CS/C2=N\NC(=O)c2cccnc2)c1C,-3,0,93,-2,-0.3,-4,8,-7,95,10,0
CCC(C)NC(=O)CCS(=O)(=O)c1ccc2c(c1)n(C)c(=O)c(=O)n2C (stereo not given),-7,2,104,-2,0.3,-2,9,-9,104,17,0
CCn1ccnc1CN(C)Cc1cn(-c2ccccc2)nc1-c1ccc(OC)cc1F,0,1,97,0,3.1,1,9,-4,102,8,0
O=C(CCn1cccc1)Nc1nccs1,3,0,105,0,0.2,3,33,1,100,12,0
COC(=O)CSc1nnc(-c2ccc3c(c2)OCO3)n1C,-1,2,104,0,0.3,-6,33,0,107,8,-4
Cc1[nH]n(-c2ccccc2)c(=O)c1/C=N/N(C)c1ccccc1,-7,-6,100,-5,-1.2,-3,14,-7,99,17,-4
Cc1cc(C)c2c(N)c(S(=O)c3ccc(C(C)(C)C)cc3)sc2n1 (stereo not given),-11,3,102,-8,0.3,-4,6,4,96,38,-1
O=C(Nc1cc(Cl)ccc1Cl)C1CC(=O)N(c2ccccc2)C1 (stereo not given),0,7,101,0,0.9,1,13,-3,102,15,2
COc1cc(/C=C/C(=O)OCC(=O)NC(=O)NC(C)C)cc(OC)c1OC,-5,7,103,-3,1.7,0,28,-7,100,31,0
CC(=O)Nc1ccc(S(=O)(=O)Oc2cccc(/C=C3\SC(N)=NC3=O)c2)cc1,-4,7,104,0,0.0,-5,11,-6,105,7,-3
CC(C)c1ccc2nc(N)sc2c1,-3,5,100,0,1.3,3,24,-2,105,28,2

# Sorted by the number under Bcl-W Bim block (descending): 5 of the compounds above.
Compound | Bcl-W Bim block
O=C(Nc1cc(Cl)ccc1Cl)C1CC(=O)N(c2ccccc2)C1 (stereo not given) | 2
CCn1ccnc1CN(C)Cc1cn(-c2ccccc2)nc1-c1ccc(OC)cc1F | 0
Cc1cc(C)c2c(N)c(S(=O)c3ccc(C(C)(C)C)cc3)sc2n1 (stereo not given) | -1
CC(=O)Nc1ccc(S(=O)(=O)Oc2cccc(/C=C3\SC(N)=NC3=O)c2)cc1 | -3
Cc1[nH]n(-c2ccccc2)c(=O)c1/C=N/N(C)c1ccccc1 | -4

# Further entries
smiles,Bim-Bcl-B,ABCG2 block,RGS7-Gao reg,Bcl-XL Bim block,ABCB1 block,Bim-Bcl-2,Avidin fluor,Bfl-1 Bim block,RGS4-Gao reg,GSH fluor,Bcl-W Bim block
Cc1nc(SCC(=O)Nn2c(-c3ccccc3)nc3ccccc3c2=O)n[nH]1,-8,-3,103,-3,-0.2,-6,15,-14,100,35,0
Cc1cc(SCNC(=O)c2ccccc2)nc(C(C)C)n1,-7,0,107,-2,0.1,-1,13,0,102,12,1
Cc1nn(Cc2ccccc2)c(Cl)c1/C=C/C(=O)OC(C)C(=O)N1CCCC1 (stereo not given),-2,1,97,-4,0.6,0,28,-7,101,17,-3
Cc1cc(SCC(=O)N(C)CC(=O)Nc2ccc(F)cc2)nc2ccccc12,-7,4,99,-8,0.9,-7,8,-17,100,20,-3
O=C(COC(=O)c1cc(Br)ccc1Cl)NC(=O)NCc1ccccc1,-9,11,102,-5,0.7,-5,4,-4,103,10,-4
O=C(N/N=C/c1cccs1)c1cccc(NC(=O)c2ccccc2Cl)c1,-2,-2,99,-1,-0.4,5,2,1,98,6,-1
Cc1ccc(NC(=O)CCNS(=O)(=O)c2ccccc2)c(C(=O)c2ccccc2)c1,-13,18,103,-8,1.5,-18,13,-11,107,17,-3
COC(=O)c1ccc(Cl)c(NC(=O)NC2CCCCC2)c1,-4,10,96,-3,2.2,-1,4,-13,98,18,1
CC(/C=C/C=C/c1ccccc1)=N/NC(=O)CNc1ccc(C)cc1,0,17,98,0,1.6,-4,7,-1,100,26,-1
Cc1cc(NC(=O)CCC(=O)N(Cc2cccs2)C(C(=O)NC2CCCC2)c2ccncc2)no1 (stereo not given),-8,0,101,-5,0.0,-13,10,-14,103,33,-3

# Compound profiles, from the list above. Order of values: Bim-Bcl-B	ABCG2 block	RGS7-Gao reg	Bcl-XL Bim block	ABCB1 block	Bim-Bcl-2	Avidin fluor	Bfl-1 Bim block	RGS4-Gao reg	GSH fluor	Bcl-W Bim block
# Cc1cccc(N2C(=O)CS/C2=N\NC(=O)c2cccnc2)c1C is listed with -3	0	93	-2	-0.3	-4	8	-7	95	10	0
# CCC(C)NC(=O)CCS(=O)(=O)c1ccc2c(c1)n(C)c(=O)c(=O)n2C (stereo not given) is listed with -7	2	104	-2	0.3	-2	9	-9	104	17	0
# COC(=O)c1ccc(Cl)c(NC(=O)NC2CCCCC2)c1 is listed with -4	10	96	-3	2.2	-1	4	-13	98	18	1
# COC(=O)CSc1nnc(-c2ccc3c(c2)OCO3)n1C is listed with -1	2	104	0	0.3	-6	33	0	107	8	-4
# COCCNC(=O)C(OC(=O)c1cc2oc(C)cc2n1C)C(C)C (stereo not given) is listed with -1	1	100	-2	0.2	0	38	-1	101	12	-1

# The results go on:
smiles,Bim-Bcl-B,ABCG2 block,RGS7-Gao reg,Bcl-XL Bim block,ABCB1 block,Bim-Bcl-2,Avidin fluor,Bfl-1 Bim block,RGS4-Gao reg,GSH fluor,Bcl-W Bim block
CCc1ccc(OCC(=O)N/N=C\c2ccco2)c([N+](=O)[O-])c1,-2,3,92,-4,0.7,-1,2,0,94,8,-1
Cc1ccc2nsnc2c1NC(=S)NC(=O)c1ccco1,-7,1,99,-7,0.2,0,10,2,101,5,-1
O=C(O)c1cccc(NC(=O)C2CCCO2)c1 (stereo not given),-2,1,109,-3,0.1,-2,11,-3,108,7,-1
c1ccc(Nc2nnc(SCc3cccc4ccccc34)s2)cc1,-8,0,101,0,-0.1,-9,4,-12,98,48,3
Cc1ccc(-n2[nH]c(C)c(/C=N/Nc3ccc([N+](=O)[O-])cc3[N+](=O)[O-])c2=O)cc1,-4,10,96,-3,-1.3,0,7,2,105,13,0
O=C(O)CC(NC(=O)OCc1ccccc1)c1ccc(Br)cc1 (stereo not given),-9,1,100,-6,0.5,-9,20,-19,99,25,0
CCCOC(=O)c1cc2ccccc2oc1=O,-3,8,99,-2,0.3,-5,6,-11,94,55,0
Cc1ccc(C(=O)CC2(O)C(=O)N(CCc3ccccc3)c3ccc(Br)cc32)o1 (stereo not given),-4,1,104,-6,0.5,-6,18,-10,100,29,-2
O=C(NCc1n[nH]c(=S)n1-c1ccc(F)cc1)c1ccco1,5,-2,107,0,-0.7,5,8,4,103,21,0
COc1ccc(C(C)=O)cc1CSc1nnc(-c2ccccc2O)n1-c1ccccc1,0,4,98,-2,1.2,3,34,1,101,15,-3
CCCCN(C(=O)Cc1cccs1)c1nnc(-c2cccnc2)s1,-3,13,102,-4,1.2,-9,22,-3,102,10,-5
COc1ccc(OC)c(-n2c(=S)[nH]c3c(sc(=S)n3-c3ccccc3)c2=O)c1,-6,3,98,0,-0.8,0,9,-4,100,20,0
Cc1c(C#N)c(=O)oc2ccc3ccccc3c12,2,32,100,0,2.4,1,14,-4,99,19,0
O=C(CC1SC2=NCCN2C1=O)Nc1ccc(Cl)cc1 (stereo not given),0,1,94,-1,0.6,0,7,-2,93,20,0
CCOC(=O)N1CCC2(O)CCCCC2C1c1ccc(F)cc1 (stereo not given),-6,2,101,0,0.4,-4,6,-7,102,5,-1
CC(=O)Nc1ccc(Nc2c([N+](=O)[O-])c(=O)n(-c3ccccc3)c3ccccc23)cc1,-5,-1,100,0,-0.1,0,13,-5,102,24,0
C#CCOC(=O)c1ccccc1C(=O)n1nnc2ccccc21,-2,1,92,-1,0.4,-4,11,-7,92,77,-1
CCCN1CNC(=S)N(c2cccc(C)c2C)C1,-2,1,91,-2,0.4,-4,14,-3,92,67,-3
CN(C[C@H](Cc1ccccc1)N(CCN(CCc1ccccc1)N=O)N=O)N=O,-8,2,100,-4,0.9,4,6,-5,99,22,-1
COc1ccc(C(=O)Nc2c(N)nc(SCC(=O)N3CCC(C)CC3)[nH]c2=O)cc1OC,1,0,96,-5,0.1,1,4,-2,99,24,-2
Cc1[nH]n2c(=O)cc(C(C)(C)C)nc2c1-c1ccccc1,-1,1,105,-1,0.2,0,34,0,106,14,-1
COc1ccc(CCN(C)Cc2ccc(OC)c(OCc3ccccc3)c2)cc1OC,-10,19,127,-5,2.0,-10,50*,-17,106,32,0
COc1ccc(NC(=O)CN2CCN(c3ccc(Cl)cc3)CC2)c(OC)c1,-2,1,103,0,-0.1,-4,17,-4,105,10,-4
Cc1ccccc1NC(=O)C1CC(=O)N(c2ccccc2F)C1 (stereo not given),-1,1,102,0,0.5,-1,33,-1,102,19,-4
CN(C)c1ccc(C=NCCc2ccc(S(N)(=O)=O)cc2)cc1,-1,0,104,-3,-0.1,0,7,0,101,67,-1

# High-throughput results from PubChem BioAssay.
